# Assay outcomes as filed in PubChem.
# TLR4 MyD88 comp: inhibitors of TLR4-MyD88 association in cells, primary screen, cell-based, HeLa CL3-4, BLA complementation, FRET ratio | HeLa CL3-4 TLR4/MyD88 BLA complementation | inhibition, % at 8.4 µM | 200,000 tested, 0.18% active | Toll-like receptor 4 (Homo sapiens) + Myeloid differentiation primary response protein … | AID 861, 2007; in the data active = inhibition above about 25%;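 also: 0% = vehicle and 100% = reference inhibitor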
# Target sequence (O00206 whole entry, looked up): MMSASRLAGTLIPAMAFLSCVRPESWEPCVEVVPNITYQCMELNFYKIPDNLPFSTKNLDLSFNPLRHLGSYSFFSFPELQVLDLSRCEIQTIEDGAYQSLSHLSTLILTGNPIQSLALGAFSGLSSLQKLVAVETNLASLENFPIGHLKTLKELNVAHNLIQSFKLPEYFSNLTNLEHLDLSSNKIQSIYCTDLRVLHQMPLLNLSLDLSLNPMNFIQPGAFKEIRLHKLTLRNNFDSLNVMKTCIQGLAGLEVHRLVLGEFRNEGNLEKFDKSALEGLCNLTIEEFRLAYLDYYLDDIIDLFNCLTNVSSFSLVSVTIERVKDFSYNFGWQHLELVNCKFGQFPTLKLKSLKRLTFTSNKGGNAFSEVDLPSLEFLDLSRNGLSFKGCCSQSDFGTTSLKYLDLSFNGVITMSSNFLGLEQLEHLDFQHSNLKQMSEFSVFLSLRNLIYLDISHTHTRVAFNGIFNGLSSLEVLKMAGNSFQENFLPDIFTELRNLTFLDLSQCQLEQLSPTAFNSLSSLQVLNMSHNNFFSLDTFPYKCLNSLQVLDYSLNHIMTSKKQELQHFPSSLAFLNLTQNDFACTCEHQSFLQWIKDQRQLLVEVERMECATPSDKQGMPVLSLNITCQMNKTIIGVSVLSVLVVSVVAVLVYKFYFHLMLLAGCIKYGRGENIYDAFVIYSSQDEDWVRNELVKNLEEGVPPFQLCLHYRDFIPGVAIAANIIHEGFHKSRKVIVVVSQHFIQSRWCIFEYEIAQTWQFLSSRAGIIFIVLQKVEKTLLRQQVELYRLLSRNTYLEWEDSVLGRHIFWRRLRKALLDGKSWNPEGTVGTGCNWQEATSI
# Target sequence (Q99836 whole entry, looked up): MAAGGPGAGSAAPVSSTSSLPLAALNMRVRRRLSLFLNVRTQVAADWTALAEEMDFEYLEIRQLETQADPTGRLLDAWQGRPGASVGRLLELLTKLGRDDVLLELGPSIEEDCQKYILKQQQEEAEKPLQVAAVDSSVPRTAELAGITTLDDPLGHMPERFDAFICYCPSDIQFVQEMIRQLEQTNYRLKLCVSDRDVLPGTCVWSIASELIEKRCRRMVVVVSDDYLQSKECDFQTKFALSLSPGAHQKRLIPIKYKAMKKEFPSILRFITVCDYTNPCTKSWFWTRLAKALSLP
# G6PDH CS: L. mesenteroides G6PDH inhibitors, counter-screen for G6PDH-coupled screening assays, biochemical, Leuconostoc mesenteroides enzyme | glucose-6-phosphate dehydrogenase [Leuconostoc mesenteroides] | Purified L. mesenteroides G6PDH, diaphorase/resazurin coupled fluorescence, 45 min | inhibition, % at 5 µM | 200,000 tested, 0.12% active; in the data active = inhibition above about 50%
# STAT3 blocker: IL-6 driven STAT3 reporter inhibitors, primary screen, U3A cells, luciferase, luminescence, MLSCN library | IL-6 STAT3-luciferase reporter; host cell line lacks STAT1 | inhibition, % at 5.5 µM | 190,000 tested, 0.89% active | AID 862, 2007;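 active = inhibition above the mean inhibition across all screened compounds plus 3 SD, cut at about 44% in these data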;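 also: 0% = DMSO only wells and 100% = 100 µM nifuroxazide control wells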
# Hsp70 activator: Hsp70 transcriptional activators, primary screen, cell-based, HeLa, Hsp70 promoter luciferase, luminescence, 10 µM; AID 1203, 2008; HeLa Hsp70 promoter luciferase reporter; scaled: vehicle 0, proteasome-inhibitor control 100%; activation, % at 10 µM; 200,000 tested, 0.04% active;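 active = activation above the mean across all tested compounds plus 3 SD, cutoff set per campaign, cut at about 5.5% in these data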;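 also: 100% = MG132 at 30 µM as the positive control and 0% = DMSO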
# Diaph inh CS: diaphorase inhibitors and chemical oxidizers, primary screen, counter-screen for diaphorase-coupled primary assays, biochemical, uHTS, resorufin fluorescence | diaphorase resazurin-to-resorufin fluorescence, NADH, 16 min; bacterial (C. kluyveri) enzyme, not human | inhibition, % at 20 µM | 190,000 tested, 0.69% active | AID 1217, 2008;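 active = primary screen inhibition at 20 µM above a set limit, cut at about 50% in these data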;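 also: plate controls were DMSO with full reaction for no effect and wells lacking NADH for full effect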
#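 Test system: bacterial diaphorase enzyme (C. kluyveri); Quantity: 0.14 U/mL diaphorase, enzyme working solution; Times: reaction incubation of 16 min at room temperature; Measured by: fluorescence of resorufin formed from resazurin, Ex 544/Em 590 nm; Benchmarks: positive control minus NADH, DMSO neutral control.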
# STAT1 inh: STAT1 signaling inhibitors, primary screen, cell-based, HTS, luciferase reporter; NIH 3T3 STAT1-luciferase reporter, IFN-gamma, luminescence; inhibition, % at 5.5 µM; 200,000 tested, 0.35% active;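 active = inhibition above a set limit, the mean inhibition across all tested compounds plus 3 SD, cut at about 34% in these data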;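 also: 0% = IFN-gamma with DMSO and 100% = IFN-gamma with 300 µM nifuroxazide; values of inactives mirror those of a sister screen read the other way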
# STAT3 activator: IL-6 driven STAT3 reporter potentiators, primary screen, U3A cells, luciferase, luminescence, MLSCN library. IL-6 STAT3-luciferase reporter; 100% = signal with IL-6 EC80 alone. activation (% of control), % at 5.6 µM. 190,000 tested, 0.91% active. AID 871, 2007;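 active = activation above the screen-wide mean of compound activation plus 3 SD, cut at about 130% in these data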;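 also: 0% = background luminescence of wells with medium and substrate only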
#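 Assay system – human STAT1-deficient U3A cells with stable STAT3-luciferase reporter · Also added – IL-6 (33 ng/mL) · Schedule – compound 1 h, then IL-6 6 h at 37 °C · Technique – reporter luminescence signal · Evaluation – % activation versus median of IL-6-stimulated wells · Benchmarks – IL-6-only wells as 100% reference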
# APP 5UTR inh: inhibitors of APP translation via 5'UTR reporter, primary screen, APP 5'UTR luciferase, SH-SY5Y cells. SH-SY5Y APP 5'UTR-luciferase reporter, luminescence. inhibition, % at 2 µM. 190,000 tested, 0.82% active. AID 1285, 2008;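 active = inhibition above a set limit, derived from the sample mean plus 3 SD, cut at about 45% in these data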; also: values of inactives mirror those of a sister screen read the other way
# Diaphorase act: compounds boosting diaphorase resazurin reduction – biochemical, uHTS, resorufin fluorescence, counter-screen for diaphorase-coupled primary assays, primary screen; Diaphorase/resazurin coupled assay, 16 min; active compounds read high; 1 = vehicle wells, 0 = NADH-free wells; activation factor at 20 µM; 190,000 tested, 0.005% active; AID 1229, 2008;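 active = diaphorase activity raised at least twofold by the compound at 20 µM; inactive = activation factor below 2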
#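 Material: Purified diaphorase enzyme from Clostridium kluyveri | Buffer or medium: 50 mM HEPES pH 7.4 with 4.542 mM MgCl2, 0.005% Tween 20 | Times: 16 min enzyme reaction, ambient temperature | Signal: Red resorufin fluorescence at 544/590 nm excitation/emission | Measure: Increased resorufin signal from activators or reducing compounds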
# STAT1 act: STAT1 signaling activators, primary screen, cell-based, HTS, luciferase reporter; activation (% of control), % at 5.5 µM; 200,000 tested, 2.6% active; NIH 3T3 STAT1-luciferase reporter, IFN-gamma, luminescence; 100% = IFN-gamma alone, no compound;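 active = activation above the screen-wide mean activation plus 3 SD, cut at about 130% in these data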;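 also: raw ratio to IFN-gamma control signal so 100% means no change and 0% no light; values of inactives mirror those of a sister screen read the other way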
# * hit, by the source's call; . = no result given. Random draw from the library, and some 6.1% of all compounds hit somewhere here.
item	SMILES	TLR4 MyD88 comp	G6PDH CS	STAT3 blocker	Hsp70 activator	Diaph inh CS	STAT1 inh	STAT3 activator	APP 5UTR inh	Diaphorase act	STAT1 act
1	CC(=O)OC[C@H]1O[C@@H](Sc2cccc3cccnc23)[C@H](OC(C)=O)[C@@H](OC(C)=O)[C@@H]1OC(C)=O	-2	7	0	-0.2	13	0	103	-11	0.9	100
2	CC(C)(C)C1CCc2c(sc(N)c2C(N)=O)C1 (centres undefined)	11	6	17	0.0	22	6	87	-12	0.8	94
3	CC1(C)CC(=O)C2=C(C1)NC(=O)CC2c1cccc(F)c1 (centres undefined)	-3	8	13	-0.2	-3	6	96	16	1	95
4	CCn1c(C)c(C(C)=O)c(N2CCN(c3ccccn3)CC2)nc1=S	6	2	21	0.3	62*	2	86	4	0.4	100
5	CC(C)COc1ccc(C(=O)NC(=S)Nc2ccc(CN3CCOCC3)cc2)cc1	-5	1	11	-0.2	4	6	93	-6	1	95
6	Cc1ccc(S(=O)(=O)NCC(=O)N/N=C/c2ccc(Cl)cc2Cl)cc1	-9	-14	-20	-0.2	30	17	112	9	0.7	84
7	O=C(O)c1ccccc1C(=O)c1cccs1	-5	0	2	-0.1	14	4	103	2	0.9	96
8	Cn1cnc([N+](=O)[O-])c1Sc1ccccc1	1	9	2	0.1	6	0	101	-12	0.9	100
9	O=[N+]([O-])c1ccc(Nc2nc(N/N=C/c3cccc(F)c3)nc(N3CCCC3)n2)cc1	0	-79	10	-0.1	5	-5	93	25	1	104
10	COc1ccc(Br)cc1C1N2CC3(C)CN1CC(C)(C2)C3=O (centres undefined)	-8	17	-1	-0.2	-6	2	107	-4	1.1	98
11	O=C(CC(c1ccccc1)c1ccccc1)Nc1ncn[nH]1	0	8	12	1.8	7	1	95	0	0.9	99
12	Cc1c(/C=N/NC(=O)c2cccnc2)c2ccccc2n1Cc1ccccc1	-14	-6	41	-0.1	1	22	69	-6	1	78
13	O=C1CC(Nc2ccc(N3CCOCC3)cc2)C(=O)N1c1ccccc1 (centres undefined)	3	3	-8	-0.3	11	0	107	9	0.9	100
14	CCc1cc2c(=O)[nH]c(-c3ccncc3)nc2s1	5	14	4	-0.5	14	8	95	-12	0.9	95
15	N#CC1=C(N)OC2=C(CC/C2=C\c2ccc(F)cc2)C1c1ccc(F)cc1 (centres undefined)	-17	-26	3	-0.2	13	1	96	-6	0.9	99
16	COc1ccc(OC)c(S(=O)(=O)NCCOC23CC4CC(CC(C4)C2)C3)c1	-14	0	-3	-0.4	14	7	101	-20	0.9	95
17	CCCCN=C1C([N+](=O)[O-])=CC=C2C1=NC1(CCCCC1)N2O	6	10	9	-0.3	32	0	96	-3	0.7	100
18	O=C(Nc1cccc(Cl)c1)Nc1nnc(CC2=CCCCC2)s1	8	0	5	-0.3	8	3	97	0	0.9	98
19	CN(Cc1ccc(F)cc1)C(=O)CCc1nnc(-c2ccccc2)o1	-3	10	-1	0.1	14	-32	106	-21	0.9	128
20	CCn1c(CCNC(=O)c2ccc(OC)cc2)nnc1SCc1ccc(Cl)cc1Cl	6	-16	-3	-0.2	18	-2	103	-14	0.8	102
21	O=C(c1ccc(COc2c(F)c(F)cc(F)c2F)o1)N1CCN(c2ccc(Cl)cc2)CC1	-2	6	6	-0.3	24	12	98	5	0.8	89
22	Cc1nn(CC(=O)c2ccccc2)c(=O)c2nn(-c3ccccc3F)c(C)c12	-5	-4	6	-0.5	9	3	96	-10	0.9	97
23	O=C(c1cccc(S(=O)(=O)N2CCOCC2)c1)N1CCCC1	-7	12	-4	-0.2	15	7	107	-3	0.8	94
24	Clc1nc(-c2cccnc2)nc2scc(-c3ccccc3)c12	-8	-1	-4	0.0	10	-13	102	-24	0.9	112
25	CCOC(=O)Cc1cc(=O)[nH]c(/N=C(\N)Nc2ccc(C)cc2C)n1	12	1	-37	1.1	-8	11	136*	-10	1.1	90

# 4 structures out of the list, arranged by molecular weight, rising:
item	SMILES	TLR4 MyD88 comp	G6PDH CS	STAT3 blocker	Hsp70 activator	Diaph inh CS	STAT1 inh	STAT3 activator	APP 5UTR inh	Diaphorase act	STAT1 act
8	Cn1cnc([N+](=O)[O-])c1Sc1ccccc1	1	9	2	0.1	6	0	101	-12	0.9	100
13	O=C1CC(Nc2ccc(N3CCOCC3)cc2)C(=O)N1c1ccccc1 (centres undefined)	3	3	-8	-0.3	11	0	107	9	0.9	100
9	O=[N+]([O-])c1ccc(Nc2nc(N/N=C/c3cccc(F)c3)nc(N3CCCC3)n2)cc1	0	-79	10	-0.1	5	-5	93	25	1	104
21	O=C(c1ccc(COc2c(F)c(F)cc(F)c2F)o1)N1CCN(c2ccc(Cl)cc2)CC1	-2	6	6	-0.3	24	12	98	5	0.8	89

# (list continues)
item	SMILES	TLR4 MyD88 comp	G6PDH CS	STAT3 blocker	Hsp70 activator	Diaph inh CS	STAT1 inh	STAT3 activator	APP 5UTR inh	Diaphorase act	STAT1 act
26	COc1ccc(N2CCC(CNC(=O)Nc3ccc(OC)cc3OC)C2)cc1 (centres undefined)	-18	17	0	-0.2	38	5	105	.	0.6	95
27	O=C(O)CSCC(=O)Nc1cccc2ccccc12	8	2	2	-0.2	2	-5	101	5	1	105
28	Cc1c(CCOC(=O)c2cc([N+](=O)[O-])cc([N+](=O)[O-])c2)sc[n+]1CCCCS(=O)(=O)[O-]	-5	7	4	0.0	7	1	100	22	0.9	97
29	CC1(C)NC(=O)N(CCOCCOc2cccc(Oc3ccccc3)c2)C1=O	-7	2	4	-0.2	12	-3	98	7	0.9	103
30	Cc1ccnc(NS(=O)(=O)c2ccc(Oc3ccccc3)cc2)c1	-4	9	10	-0.3	11	2	91	8	0.9	103
31	CCC/C=N/Nc1nc2ccccc2s1	8	24	-5	0.5	6	-71	112	-82	0.9	163*
32	O=C(Cc1ccc(NS(=O)(=O)c2ccc(F)cc2)cc1)NCc1ccccc1	4	-8	10	-0.1	20	6	94	-27	0.8	94
33	C=CCn1cccc(C(=O)Nc2ccc(OC)cc2)c1=O	-6	7	8	0.2	5	-22	95	-15	0.9	120
34	CCOc1cc(C(=O)Nc2ccc(C)cc2C)ccc1OCC(=O)N1CCCCC1	8	-16	-19	-0.6	13	11	111	-26	0.9	90
35	Nc1nnc(SCC(=O)Nc2ccc(S(=O)(=O)N3CCOCC3)cc2)s1	-10	-9	-2	-0.4	22	1	102	4	0.8	99
36	O=C(CC(=O)N/N=C/c1cccs1)NCc1ccccc1	13	2	10	-0.1	8	-1	102	12	0.9	100
37	COc1ccc(C(=O)C(C)Oc2cccc(NC(=O)c3cccc([N+](=O)[O-])c3)c2)cc1 (centres undefined)	-3	-4	16	-0.3	16	15	85	13	0.8	88
38	CS(=O)(=O)N1CCCC(C(=O)NCCc2ccc(Cl)cc2)C1 (centres undefined)	-1	7	8	-0.3	15	0	97	11	0.9	100
39	CCOc1cc(Cl)c(NC(=O)c2ccco2)cc1OCC	-1	2	14	0.2	9	-3	91	18	0.9	103
40	CC1CCCN(CC(O)COCC2COc3ccccc3O2)C1 (centres undefined)	3	5	7	-0.1	-8	4	104	8	1.1	96
41	O=C(CCS(=O)(=O)c1ccc(Br)cc1)N1CCN(c2ccccc2F)CC1	3	10	24	-0.2	11	-1	85	7	0.9	102
42	CC1=C(C(=O)OCC2CCCO2)C(c2ccccc2OC(C)C)C2=C(CC(c3ccco3)CC2=O)N1 (centres undefined)	-11	-27	7	-0.1	17	9	96	-1	0.8	92
43	CCCCNC(=O)N1CCN(c2ccccc2OC)CC1	2	13	25	-0.2	13	4	87	-6	0.9	95
44	COC(=O)c1nc(NC(=O)c2ccc(Cl)cc2)n[nH]1	8	6	2	-0.2	3	3	104	-29	1	99
45	CCC1=NNc2cccc3c(OC)ccc1c23	8	20	0	-0.5	7	4	101	1	0.9	96
46	Cc1ccc(NC(=O)CN2C(=O)NC(Cc3ccccc3)C2=O)c(Br)c1 (centres undefined)	-16	2	6	-0.2	7	-6	101	4	0.9	104
47	O=C(N1CCOCC1)C12CC3CC(C1)CC(C(=O)N1CCOCC1)(C3)C2	-9	9	13	-0.2	7	1	92	12	0.9	99
48	CCN(CC)CCn1nc2c3c(cccc3c1=O)-c1ccccc1-2	5	0	-43	1.4	-14	-147	135*	68*	1.1	230*
49	O=C(COC(=O)CCC(=O)c1cccs1)Nc1ccc(Cl)cn1	6	5	-2	-0.1	-1	4	100	11	1	96
50	Cc1ccc(C2NS(=O)(=O)N=C2N)cc1 (centres undefined)	18	9	-5	-0.2	13	-6	101	-14	0.9	106
51	Cc1ccc(C(=O)CSc2nnc(-c3ccccc3)o2)cc1	-11	5	4	-0.3	15	4	97	-16	0.9	96

# Random excerpt: 6 records from the list.
item	SMILES	TLR4 MyD88 comp	G6PDH CS	STAT3 blocker	Hsp70 activator	Diaph inh CS	STAT1 inh	STAT3 activator	APP 5UTR inh	Diaphorase act	STAT1 act
48	CCN(CC)CCn1nc2c3c(cccc3c1=O)-c1ccccc1-2	5	0	-43	1.4	-14	-147	135*	68*	1.1	230*
30	Cc1ccnc(NS(=O)(=O)c2ccc(Oc3ccccc3)cc2)c1	-4	9	10	-0.3	11	2	91	8	0.9	103
44	COC(=O)c1nc(NC(=O)c2ccc(Cl)cc2)n[nH]1	8	6	2	-0.2	3	3	104	-29	1	99
31	CCC/C=N/Nc1nc2ccccc2s1	8	24	-5	0.5	6	-71	112	-82	0.9	163*
37	COc1ccc(C(=O)C(C)Oc2cccc(NC(=O)c3cccc([N+](=O)[O-])c3)c2)cc1 (centres undefined)	-3	-4	16	-0.3	16	15	85	13	0.8	88
41	O=C(CCS(=O)(=O)c1ccc(Br)cc1)N1CCN(c2ccccc2F)CC1	3	10	24	-0.2	11	-1	85	7	0.9	102
